From PubChem
HTT ATP protect: Huntington cell model cytoprotection by ATP luminescence; PC12 HTT-Q103 induced, cytoprotection, ATP luminescence, 40 h; Potency, µM (highest dose often 56.4 µM), without a hit: cytoprotection (ATP increase), most hits filed as activators; 230,000 tested, 0.14% active; AID 1471;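 note: % of control where 0% means no effect; nearly all actives have a fitted effect of over 45% in size; toxic huntingtin expression switched on by the ecdysone agonist tebufenozide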
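Readout: ATPlite luminescence (ATP level). Model: stable PC12, inducible Htt exon1 Q103-GFP. Inducer: tebufenozide, 100 nM final. Compounds: dose series. No G418 in medium.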
aGal spleen mod: inhibits or activates alpha-galactosidase in human spleen homogenate; P06280; human spleen homogenate, 4MU-alpha-Gal fluorescence, 40 min; Potency, µM (titrated, usually from 80 µM), for the others: top-dose activity change, negative = inhibition, most hits filed as inhibitors; 240,000 tested, 0.008% active;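 note: 0% = enzyme with vehicle and -100% = no enzyme basal signal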
Target sequence (P06280 32-429 limits assumed): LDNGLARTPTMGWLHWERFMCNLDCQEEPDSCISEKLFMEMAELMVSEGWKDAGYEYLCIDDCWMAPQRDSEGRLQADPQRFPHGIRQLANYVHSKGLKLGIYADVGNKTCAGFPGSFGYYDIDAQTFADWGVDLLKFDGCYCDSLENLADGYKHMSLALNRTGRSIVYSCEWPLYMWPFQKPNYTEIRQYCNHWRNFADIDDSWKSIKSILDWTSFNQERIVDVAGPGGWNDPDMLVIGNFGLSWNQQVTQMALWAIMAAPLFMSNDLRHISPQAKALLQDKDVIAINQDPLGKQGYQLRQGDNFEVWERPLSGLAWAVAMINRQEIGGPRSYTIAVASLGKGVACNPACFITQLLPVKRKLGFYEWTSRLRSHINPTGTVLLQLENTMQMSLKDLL
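Human spleen homogenate (1 ug) was the enzyme source, with 4-methylumbelliferyl-alpha-D-galactopyranoside (1 mM final) in pH 5.0 citrate buffer with 0.01% Tween-20. Compounds were titrated; after 40 min at 37C, NaOH/glycine stop, 4-MU fluorescence read; AC50 from Hill fits.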
GAA spleen mod: inhibitors or activators of human alpha-glucosidase in spleen homogenate; P10253; AID 2112; human spleen homogenate, 4-MU-alpha-glucoside fluorescence; 240,000 tested, 0.006% active; Potency, µM (highest dose often 79.9 µM), for the others: at the top dose activity change, negative = inhibition, actives largely listed as inhibitors;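 note: 0% = enzyme with vehicle and -100% = no enzyme basal signal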
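Human spleen homogenate (1 ug) with 4-methylumbelliferyl-alpha-D-glucopyranoside (1 mM final) in 50 mM citrate/phosphate pH 5.0, 0.01% Tween-20; 40 min at 37 C. Stopped at pH 10; 4-MU fluorescence Ex 365/Em 440 nm; AC50 by Hill fit.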
Numbers without * were called inactive; ? = inconclusive; & = joins results of further samples; [ ] = remark or other dose. Calls come from the whole dose curve; as a rule, active = well fitted curve in the direction sought with a large enough effect; inconclusive = small, poorly fitted or top-dose-only effect, or another doubt; inactive = no such curve, though single readings can be large; an effect the other way counts as inactive or inconclusive. Potency is the fitted concentration of half-maximal effect.

SMILES	HTT ATP protect	aGal spleen mod	GAA spleen mod
Cn1c(=O)c(-c2ccc(Cl)cc2)nc2cnc(OCc3ccccc3)nc21	3.5%	-0.1%	1.4%
Cc1ccccc1-c1ccc2ncnc(N3CCN(C)CC3)c2c1	-85.5%[inhibitor]	-15.9%	-0.9%
CN(C)C(=O)c1ccc(-c2cncnc2-n2ccnc2)cc1	-6.8%	0.7%	11.1%
CCC[C@H]1C[C@H](C(=O)N[C@@H]([C@H]2O[C@@H](SC)[C@@H](O)[C@@H](O)[C@@H]2O)[C@H](C)Cl)N(C)C1	?	-1.6%[29.1 µM]	-0.6%[29.1 µM]
COc1cccc(-c2cc(NCCc3c[nH]c4ccc(OC)cc34)ncn2)c1	-226.8%[inhibitor]	-3.2%	2.2%
Cc1noc(C)c1C(=O)N1CCC2(CCCN(Cc3ccc(C#N)cc3)C2)CC1	-32.4%[inhibitor]	-4.2%	6.4%
N#CCCn1c(=O)c(-c2ccc(F)cc2)nc2cnc(N3CCNCC3)nc21	-21.0%	?	9.1%
CCNc1ncc2nc(C)c(=O)n(C)c2n1	-48.1%[inhibitor]	?	19.6%
COc1ccc(NC(=O)N2CC3(CCN(C(=O)c4cc(C(F)(F)F)cc(C(F)(F)F)c4)CC3)C2)cc1	5.6%	14.6%	1.6%
NCc1ccccc1CC(=O)N[C@@H]1C(=O)N2C(C(=O)O)=C(CSc3nnnn3CC(=O)O)CS[C@@H]12	?	4.4%[29.1 µM]	-3.8%[29.1 µM]
COc1cccc(-c2cc(NCc3ccccc3OC)ncn2)c1	-38.0%[inhibitor]	-19.5%	-1.6%
COc1ccc2[nH]cc(CCNc3ncncc3-c3ccoc3)c2c1	-93.4%[inhibitor]	?	0.3%
COc1ccccc1-c1cncnc1NCc1cnc(C)cn1	8.1%	-6.0%	-0.4%
COc1cc(/C=C\C(=O)N2CCC=CC2=O)cc(OC)c1OC	-69.3%[inhibitor][40.3 µM]	2.8%[29.1 µM]	-4.2%[29.1 µM]
N#Cc1cccc(NC(=O)N2CC[C@@]3(CCCN(S(=O)(=O)c4ccccc4)C3)C2)c1	-29.4%	19.8%	-3.8%
COC(=O)N1CCC[C@@]2(CCN(C(=O)Nc3ccccc3)C2)C1	-6.8%	-2.5%	1.7%
N#Cc1ccc(CN2CC3(CCN(C(=O)c4csnn4)CC3)C2)cc1	-1.0%	1.9%	-3.9%
CCCCCCCCCCCCOCC1CO1 (stereo not drawn)	11.3%	18.3%	0.1%
C[C@]12CCC3c4ccc(O)cc4CCC3[C@@H]1CCC2=O (stereo partly drawn)	-4.2%[40.3 µM]	-7.2%[29.1 µM]	2.3%[29.1 µM]
COCCn1c(=O)c(-c2ccccc2)nc2cnc(N3CCNCC3)nc21	?	26.0%	16.3%
CC(=O)Nc1ccc(N)cc1	12.6%	3.8%	-2.0%
CCCCc1cc2ccccc2c(OCCN(C)C)n1	-88.6%[inhibitor][17.1 µM]	1.6%[29.1 µM]	-6.0%[29.1 µM]
COc1ccc(NC(=O)N2CCC3(CC2)CCN(S(=O)(=O)c2ccccc2)CC3)cc1	25.9%	1.9%	-4.7%
CN1CCN(c2ncc3ncc(=O)n(-c4ccccc4)c3n2)CC1	-57.3%[inhibitor]	-18.2%	-17.7%
O=C(c1csnn1)N1CCC2(CC1)CN(c1cccc(-c3ccccc3)c1)C2	-18.2%	-0.7%	-3.7%
Clc1cnccn1	?	12.1%[29.1 µM]	3.8%[29.1 µM]
COc1cccc(Nc2ncc3nc(-c4cc(F)cc(F)c4)c(=O)n(C[C@H]4CCCO4)c3n2)c1	-101.4%[inhibitor]	3.7%	-2.8%
c1csc(CNc2ccnc(-c3ccc4c(c3)OCO4)n2)c1	-284.5%[inhibitor]	-2.9%	8.1%
COc1ccccc1-c1cc(N(C)Cc2ccco2)ncn1	-60.0%[inhibitor]	?	-4.5%
CC(=O)O[C@H]1C[C@H]2CC[C@@H]3[C@@H](CC[C@]4(C)[C@H](OC(C)=O)[C@H]([N+]5(C)CCCCC5)C[C@@H]34)[C@]2(C)C[C@H]1[N+]1(C)CCCCC1	-1.6%[40.3 µM]	-3.2%[29.1 µM]	7.9%[29.1 µM]
COCC(=O)N1CCC2(CCN(Cc3ccccc3OC)CC2)CC1	13.3%	-1.7%	-11.7%
COc1ncc2nc(CCc3ccccc3)c(=O)n(C3CC3)c2n1	-62.3%[inhibitor]	-6.6%	7.9%
COc1cccc(Nc2ncc3nc(CCc4ccccc4)c(=O)n(CCC#N)c3n2)c1	-93.7%[inhibitor]	11.6%	-1.3%
CN(C)C=O	-3.5%&-13.4%	11.8%&3.5%	3.2%&0.6%
O=c1cnc2cnc(Oc3cccc(Cl)c3)nc2n1C[C@H]1CCCO1	-31.7%[inhibitor]	?	-10.9%
COCCn1c(=O)c(-c2cc(F)cc(F)c2)nc2cncnc21	-6.6%	10.5%	-4.3%
O=C(c1cnccn1)N1CCC2(CC1)CN(c1cccc(-c3ccccc3)c1)C2	-108.3%[inhibitor]	0.7%	-1.0%
COc1ncc2nc(CCc3ccccc3)c(=O)n(CCC#N)c2n1	5.4%	7.8%	3.9%
O=c1c(-c2ccccc2)nc2cncnc2n1C1CC1	7.9%	1.2%	21.1%
CN(C)c1ncnc2ccc(-c3ccc4c(c3)OCO4)cc12	-245.6%[inhibitor]	-5.0%	9.6%
COc1ccc(C(=O)N2CCC3(CCCN(C(=O)Nc4cccc(C#N)c4)C3)CC2)cc1	-44.6%[inhibitor]	-2.5%	-6.7%
COc1ncc2nc(-c3ccccc3)c(=O)n(C)c2n1	-8.5%	5.6%	1.9%
O=[N+]([O-])c1ccc(Cl)cc1Cl	0.0%	3.1%	-8.5%
COc1cccc(Cn2c(=O)c(CCc3ccccc3)nc3cnc(OC)nc32)c1	-7.4%	3.8%	0.9%
COc1cccc(-c2cc(NCc3ccccc3)ncn2)c1	-58.9%[inhibitor]	-0.9%	1.4%
CC(C)CN1CCCC2(CCN(C(=O)c3csnn3)CC2)C1	2.8%	-0.5%	-3.8%
Cc1cnc(CNc2ncncc2-c2ccc3c(c2)OCO3)cn1	-33.5%[inhibitor]	12.6%	-8.9%
CC/C(=C(\c1ccccc1)c1ccc(OCCN(C)C)cc1)c1ccc(O)cc1	-86.4%[inhibitor]	-0.5%	-4.4%
C[C@H](CCC(=O)O)[C@H]1CC[C@H]2[C@@H]3CC[C@@H]4C[C@H](O)CC[C@]4(C)[C@H]3C[C@H](O)[C@]12C	4.7%	11.7%	4.9%
O=c1c(-c2cc(F)cc(F)c2)nc2cnc(N3CCOCC3)nc2n1CCc1ccccc1	-12.3%	17.2%	11.5%

Next section.
SMILES	HTT ATP protect	aGal spleen mod	GAA spleen mod
N#Cc1cccc(NC(=O)N2CCCC3(CCN(C(=O)c4ccncc4)CC3)C2)c1	?	-5.5%	2.1%
COCCn1c(=O)c(-c2cn(C)c3ccccc23)nc2cnc(Oc3ccc(OC)cc3)nc21	11.3%	-4.7%	8.3%
COC(=O)N1CCC2(CC1)CN(c1ccncc1)C2	?	14.5%	5.5%
COCCn1c(=O)cnc2cnc(N3CCOCC3)nc21	-25.1%	-4.6%	-5.5%
Cc1cccc(CNc2ncncc2-c2cccnc2)c1	-13.7%	-17.4%	4.0%
COc1ccc(-c2nc3cnc(N(C)C)nc3n(C[C@H]3CCCO3)c2=O)cc1	-6.1%	0.0%	2.5%
CC(C)NC(=O)N1CC2(CCN(C(=O)c3ccco3)CC2)C1	?	-9.1%	5.4%
CN(C)Cc1ccccc1	-8.5%	1.8%	12.0%
O=C(c1ccncc1)N1CCC2(CCCN(Cc3ccccc3)C2)CC1	6.3%	-7.4%	-7.3%
C=C(C)C(=O)OC	-11.4%	5.8%	0.4%
CCN[C@@H]1C[C@H](C)S(=O)(=O)c2sc(S(N)(=O)=O)cc21	14.5%[40.3 µM]	7.8%[29.1 µM]	4.8%[29.1 µM]
O=c1c(-c2ccc(Cl)cc2)nc2cnc(N3CCNCC3)nc2n1Cc1cccs1	23.6%	?	-10.4%
COCC(=O)N1CCC2(CC1)CCN(c1ncccn1)CC2	21.4%	-5.8%	-9.1%
CC(=O)O[C@@H](C)C[N+](C)(C)C	?	-14.0%[29.1 µM]	4.5%[29.1 µM]
CN(Cc1ccco1)c1nc(-c2ccccc2C(F)(F)F)nc2ccccc12	4.0%	-12.4%	-13.6%
CC(=O)OC1CC(C)OC(C)O1 (stereo not drawn)	-10.0%	0.3%	-6.7%
COc1ccc(C(=O)N2CCC3(CC2)CN(c2ccncc2)C3)cc1	8.2%	-3.8%	-5.1%
Cc1ccc(C(=O)O)cc1[N+](=O)[O-]	-46.6%[inhibitor]	2.0%	-7.3%
O=C(c1ccncc1)N1CCC2(CC1)CCN(c1ncccn1)CC2	6.9%	-5.0%	-5.0%
CC(C)(C)NC[C@H](O)COc1cccc2c1CCC(=O)N2	-18.8%[17.1 µM]	9.0%[29.1 µM]	-1.3%[29.1 µM]
CN1CC[C@@]2(CCCN(C(=O)c3cc(C(F)(F)F)cc(C(F)(F)F)c3)C2)C1	-16.0%	3.6%	-0.5%
COc1ccc(-n2c(=O)c(-c3cccs3)nc3cnc(OC)nc32)cc1	9.4%	?	6.5%
COc1cccc(-c2nc(NCc3cccnc3)c3ccccc3n2)c1	-75.7%[inhibitor]	8.2%	-20.0%
CNc1cc(-c2ccccc2CN(C)C)ncn1	-2.3%	-4.0%	9.4%
CCCCC(=O)N(C)C	25.2%	5.9%	-2.8%
COc1ccccc1CN1CC2(CCN(C(=O)c3cc(C(F)(F)F)cc(C(F)(F)F)c3)CC2)C1	-3.6%	-9.6%	-12.2%
CNC[C@H](O)c1ccc(OC(=O)C(C)(C)C)c(OC(=O)C(C)(C)C)c1	-6.1%[40.3 µM]	-0.8%[29.1 µM]	0.6%[29.1 µM]
CN(C)C(=O)c1ccc(-c2nccc(NCc3cccs3)n2)cc1	?	0.8%	7.5%
N#CCCn1c(=O)c(-c2ccccc2)nc2cnc(Nc3ccccc3)nc21	-75.1%[inhibitor]	2.7%	-3.3%
COc1ccccc1-c1ccc2ncnc(Nc3ccccc3)c2c1	-50.1%[inhibitor]	5.3%	3.2%

In another format: entries from further up.
molecule | HTT ATP protect | aGal spleen mod | GAA spleen mod
COCC(=O)N1CCC2(CC1)CCN(c1ncccn1)CC2 | 21.4% | -5.8% | -9.1%
CC(=O)O[C@@H](C)C[N+](C)(C)C | ? | -14.0%[29.1 µM] | 4.5%[29.1 µM]
CN(Cc1ccco1)c1nc(-c2ccccc2C(F)(F)F)nc2ccccc12 | 4.0% | -12.4% | -13.6%
CC(=O)OC1CC(C)OC(C)O1 (stereo not drawn) | -10.0% | 0.3% | -6.7%
COc1ccc(C(=O)N2CCC3(CC2)CN(c2ccncc2)C3)cc1 | 8.2% | -3.8% | -5.1%
Cc1ccc(C(=O)O)cc1[N+](=O)[O-] | -46.6%[inhibitor] | 2.0% | -7.3%
O=C(c1ccncc1)N1CCC2(CC1)CCN(c1ncccn1)CC2 | 6.9% | -5.0% | -5.0%
CC(C)(C)NC[C@H](O)COc1cccc2c1CCC(=O)N2 | -18.8%[17.1 µM] | 9.0%[29.1 µM] | -1.3%[29.1 µM]
CN1CC[C@@]2(CCCN(C(=O)c3cc(C(F)(F)F)cc(C(F)(F)F)c3)C2)C1 | -16.0% | 3.6% | -0.5%
COc1ccc(-n2c(=O)c(-c3cccs3)nc3cnc(OC)nc32)cc1 | 9.4% | ? | 6.5%
COc1cccc(-c2nc(NCc3cccnc3)c3ccccc3n2)c1 | -75.7%[inhibitor] | 8.2% | -20.0%
CNc1cc(-c2ccccc2CN(C)C)ncn1 | -2.3% | -4.0% | 9.4%
CCCCC(=O)N(C)C | 25.2% | 5.9% | -2.8%
COc1ccccc1CN1CC2(CCN(C(=O)c3cc(C(F)(F)F)cc(C(F)(F)F)c3)CC2)C1 | -3.6% | -9.6% | -12.2%
CNC[C@H](O)c1ccc(OC(=O)C(C)(C)C)c(OC(=O)C(C)(C)C)c1 | -6.1%[40.3 µM] | -0.8%[29.1 µM] | 0.6%[29.1 µM]

(list continues)
SMILES	HTT ATP protect	aGal spleen mod	GAA spleen mod
COc1ccc(-n2c(=O)cnc3cnc(N4CCN(C)CC4)nc32)cc1	26.4%	-0.9%	-13.9%
Cn1cc(-c2nc3cnc(N4CCNCC4)nc3n(-c3ccccc3)c2=O)c2ccccc21	2.2%	18.2%	5.3%
CC(=O)N1CCC2(CC1)CCN(c1ccc(-c3ccccc3)cc1)CC2	-125.5%[inhibitor]	8.2%	2.5%
COc1ccc(-c2nc3cnc(N(C)C)nc3n(CCC#N)c2=O)cc1	-1.4%	-2.4%	-6.0%

Only part of the results is shown (hit frequency here may not be typical).
